High-throughput results as filed in PubChem BioAssay.
esBAF inh: blocks esBAF chromatin remodeling in mouse ES cells; AID 602393; Bmi1-luciferase knock-in reporter, 24 h; 100% = twice the neutral-well signal; reporter increase, % at 12.5 µM; 350,000 tested, 2% active; in the data active means activation above about 40%;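 further: 0% = median of the plate's neutral control wells and 100% = double that signal; a rise in the Bmi1 reporter signal indicates esBAF inhibition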
RAD52 anneal inh: RAD52 (human) annealing inhibition; recombinant RAD52 DNA annealing, FRET fluorescence; inhibition, % at 18.7 µM; 360,000 tested, 0.46% active; AID 651710;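 active means every replicate showing at least 50% inhibition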
EWS-Fli block: inhibitors of EWS/Fli oncoprotein transcriptional activity; A673 NR0B1-luciferase reporter, viability-normalised; inhibition, % at 12.6 µM; 350,000 tested, 0.67% active;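 active means mean inhibition of at least 50% after viability correction, with every replicate also passing that limit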;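 further: firefly luciferase signal divided by Alamar Blue viability fluorescence both relative to DMSO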
E-selectin induc: induces E-selectin expression in human endothelial cells | P16581 | AID 686992 | HUVEC E-selectin immunofluorescence imaging; normalized: neutral wells 0, TNF-alpha wells 100 | 260,000 tested, 0.37% active | activation, % at 7.58 µM;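 active means mean E-selectin-positive cell signal at least 10% of the positive control, reached in at least 60% of replicates, without over 20% cell loss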;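 further: in these data hits start at about 27%; measured in HUVEC primary endothelial cells; signal is the percent of cells scored E-selectin positive by PE staining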
Target sequence (P16581 whole entry, looked up): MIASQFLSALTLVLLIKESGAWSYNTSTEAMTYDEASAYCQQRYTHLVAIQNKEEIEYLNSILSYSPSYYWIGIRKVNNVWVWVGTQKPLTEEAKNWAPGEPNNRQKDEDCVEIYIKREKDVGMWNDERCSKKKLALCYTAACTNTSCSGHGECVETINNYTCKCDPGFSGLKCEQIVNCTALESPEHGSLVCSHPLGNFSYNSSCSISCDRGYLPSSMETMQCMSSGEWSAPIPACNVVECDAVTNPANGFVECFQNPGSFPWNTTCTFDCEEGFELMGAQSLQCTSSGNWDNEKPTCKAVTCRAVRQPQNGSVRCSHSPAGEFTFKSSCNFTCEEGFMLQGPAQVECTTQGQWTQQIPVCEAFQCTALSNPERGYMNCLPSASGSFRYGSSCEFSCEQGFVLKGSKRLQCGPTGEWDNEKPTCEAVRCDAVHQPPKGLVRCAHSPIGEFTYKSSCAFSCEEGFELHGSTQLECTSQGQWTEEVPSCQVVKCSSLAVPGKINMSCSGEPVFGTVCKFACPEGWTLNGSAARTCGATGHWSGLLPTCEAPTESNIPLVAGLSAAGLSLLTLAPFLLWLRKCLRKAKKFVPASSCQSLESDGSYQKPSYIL
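Assay system: HUVEC primary endothelial cells. Input: 3,000 HUVEC seeded per well. Doses: one compound dose added by pin transfer. Read-out basis: % PE-positive cells. Benchmarks: TNF-alpha high, DMSO low. Detection: immunofluorescence imaging. Buffer or medium: EGM-2, gelatin.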
FN deposition inh: fibronectin deposition inhibition | AH1F fibroblasts, Alexa488-fibronectin deposition fluorescence, overnight | inhibition, % at 12.6 µM | 350,000 tested, 0.086% active;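 active means mean inhibition across replicates of 30% or more, regardless of how many single replicates reach that level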;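 further: positive control wells lacked labelled fibronectin entirely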
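Material: AH1F fibroblast monolayer depositing Alexa488-labelled fibronectin into matrix / Amount: 10000 AH1F cells per well / Signal: fluorescence 485/525 nm / Medium: DMEM, 2% serum / Compound: single dose, pinned / Incubation: 1 h cell adhesion before compound, then overnight fibronectin incubation / Reagent: Alexa488-FN, 24 nM final / Read-out: inhibition of fibronectin deposition signal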
RAD54 inh: blocks human RAD54 Holliday junction branch migration; inhibition, % at 10.4 µM; Q92698; FAM/BHQ fluorescence; 360,000 tested, 0.14% active; AID 602329;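 active means mean normalized replicate activity at least 40 and at least half of replicates scoring 40 or more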;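 further: 0% = median of neutral control wells and 100% = median of positive control wells; inhibitors cause a drop in the FAM fluorescence signal; in these data hits start at about 50%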
XiGFP reactiv: reactivates the inactive X chromosome in mouse fibroblasts; XiGFP mouse fibroblasts, % GFP-positive cells imaging, 3 d; cells co-treated with 5-aza-dC sensitizer; scaled so ellipticine positive control = 100%; activation, % at 7.58 µM; 360,000 tested, 0.055% active; AID 743238;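 active means mean normalized replicate activation at least 10% and every replicate at or above 10%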;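 further: 0% = median of on-plate neutral control wells and 100% = ellipticine 6 µM median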
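assay system = SV40-immortalized XiGFP fibroblast cells, line 68-5-11 | buffer or medium = DMEM plus 5-aza-dC sensitizer | doses = single-point pinned compound dosing | times = 3-day compound exposure, then 15 min fixation at room temperature | benchmarks = positive control ellipticine, 6 µM final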
S100A4 MyoIIA: blocks human S100A4 binding to myosin IIA peptide; S100A4/TAMRA-MyoIIA peptide fluorescence polarization; 360,000 tested, 0.14% active; inhibition, % at 10.7 µM;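 active means mean inhibition of at least 70% across replicates, with every replicate also reaching that level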
Target sequence (P26447 whole entry, looked up): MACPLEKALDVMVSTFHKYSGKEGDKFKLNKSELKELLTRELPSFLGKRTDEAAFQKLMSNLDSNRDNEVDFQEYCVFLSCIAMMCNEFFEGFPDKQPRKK
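Material: human S100A4 monomer with TAMRA-labelled myosin IIA peptide; buffer or medium: HEPES pH 7.2 with CaCl2, KCl, NaCl, DTT, Triton; compound dosing: one concentration per compound; schedule: 5 min incubation before reading; benchmarks: neutral control DMSO, positive control TFP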
Numbers without * were called inactive; i = inactive; · = no result given.

SMILES	esBAF inh	RAD52 anneal inh	EWS-Fli block	E-selectin induc	FN deposition inh	RAD54 inh	XiGFP reactiv	S100A4 MyoIIA
COCC(=O)NC[C@H]1N[C@H](CO)[C@@H]1c1ccc(C2=CCCC2)cc1	-3	·	6	0.1	-9	1	0.0	·
COc1ccc(C(=O)NC2CC(C)(C)NC(C)(C)C2)cc1OC	0	-5	1	·	-19	4	0.0	-5
CCOC(=O)c1c(NC(=O)CSc2nc3ccccc3s2)sc(C)c1C	2	-9	·	·	-8	4	·	7
COc1ccc(-c2cccc(NS(=O)(=O)c3cc([N+](=O)[O-])ccc3C)c2)nn1	2	-8	-10	6.2	2	-17	0.4	1
O=C(Cn1cnc([N+](=O)[O-])n1)N/N=C/c1cccc2ccccc12	·	-17	6	0.1	1	·	-0.1	4
COc1ccc(NC(=O)N(C)C[C@H]2Oc3ccc(NC(=O)Nc4ccc(F)cc4)cc3CC(=O)N([C@@H](C)CO)C[C@@H]2C)cc1	8	14	-21	-0.2	·	-2	-0.4	-2
O=C(C[C@H]1CC[C@@H]2[C@H](COC[C@H](O)CN2C(=O)C2CCCC2)O1)NCc1ccncc1	-6	-1	10	-0.1	10	-16	0.1	-7
Cc1noc(C)c1NC(=O)N(C)C[C@H]1Oc2c(NC(=O)c3nc4ccccc4s3)cccc2C(=O)N([C@@H](C)CO)C[C@@H]1C	-4	3	-4	0.0	1	8	-0.3	-46
CC(C)C#Cc1ccc([C@H]2[C@@H](C#N)N(C(=O)C3CCC3)[C@@H]2CO)cc1	10	-7	13	2.6	1	-13	0.1	-4
CC(C)NC(=O)c1ccc(NC(=O)CC2SC(N3CCCCC3)=NC2=O)cc1 (configuration not stated)	-3	-12	-5	0.0	·	-8	0.0	-1
COc1ccc(-c2ocnc2C(=O)N2CCN(C(c3ccccc3)c3ccccc3)CC2)cc1	·	-17	2	-0.9	-2	11	0.0	-3
CCN1/C(=C\c2ccc3ccccc3[n+]2CC)Sc2cc(C)ccc21	·	i	57*	·	-71	·	415*	-26
Cc1ccc(C(O)Cn2cc([N+](=O)[O-])nc2C)cc1 (configuration not stated)	1	0	-3	·	1	-6	-0.1	0
O=C(C[C@@H]1C=C[C@@H](NC(=O)c2ccc(F)cc2)[C@H](CO)O1)NCc1ccncn1	5	-4	6	0.2	-8	-14	1.2	8
CCC(=O)Nc1ccc2c(c1)OC[C@H](C)N(Cc1ccncc1)C[C@@H](C)[C@@H](OC)CN(C)C2=O	-2	20	-3	-0.1	13	4	-0.1	-5
COc1ccccc1NC(=O)C(=O)Nc1ccc2c(c1)N(C(=O)C1CC1)CCC2	20	-5	-26	3.2	3	-5	0.4	5
CCCCNC(=O)CSc1nc2cc3c(cc2c(=O)n1CCCC(=O)NCCc1ccc(OC)c(OC)c1)OCO3	·	-5	5	6.5	-2	·	0.1	-2
CC(C)C(NS(=O)(=O)c1cccc2nsnc12)C(=O)NCc1ccc2c(c1)OCO2 (configuration not stated)	-6	-6	-4	-0.1	-2	8	0.1	-2
O=C(NCCCN1CCCC1)c1ccc2c(Cl)c3c(nc2c1)CCCC3	·	32	4	·	-20	·	0.0	-2
O=C1C[C@@](C(=O)NCC(F)(F)F)(c2ccc([N+](=O)[O-])cc2)[C@@H](c2ccc(CO)cc2I)N1C1CCCCC1	·	3	14	·	·	5	·	-3
COc1ccc(CNC(=O)COC(=O)c2cccc(S(=O)(=O)N3CCOCC3)c2)cc1	-4	-12	8	2.5	-2	1	0.2	0
CCNc1ncnc2c1cnn2C1CCCCO1 (configuration not stated)	18	-5	-19	-0.1	-1	1	0.2	-2
COc1ccc(S(=O)(=O)N(C)C[C@H]2Oc3ccc(NC(=O)Nc4ccccc4)cc3CC(=O)N([C@@H](C)CO)C[C@H]2C)cc1	2	-16	10	0.2	·	0	-0.2	-7
COc1ccccc1N1C(=O)[C@@H]2[C@H](C1=O)[C@H](C(=O)c1ccc(OC(C)=O)cc1)N1N=CC=C[C@@H]21	·	-49	8	0.7	7	·	0.2	-22
C[C@@H]1CN([C@@H](C)CO)C(=O)c2cc(C3=CCCCC3)cnc2O[C@@H]1CN(C)C(=O)CN1CCOCC1	-6	8	-9	0.3	·	10	0.0	-27
COc1cccc(C(=O)Nc2ccc3c(c2)C(=O)N(C)[C@H]2CC[C@@H](CC(=O)NCC4CC4)O[C@@H]2CO3)c1	-2	1	3	-0.1	-3	0	0.1	-19
Cc1cn([C@H]2C[C@H](O)[C@@H](CCC(=O)NCCCc3ccccc3)O2)c(=O)[nH]c1=O	2	-11	2	-0.2	·	-6	0.1	4
CC1CCCC(NC(=O)COC(=O)c2ccccc2Sc2ccccc2C#N)C1C (configuration not stated)	·	-12	2	·	7	-14	-0.1	1
CCCC#Cc1ccc([C@@H]2[C@@H](CO)N3C(=O)CN(C(=O)Nc4ccccc4F)C[C@@H]23)cc1	·	-10	-25	0.3	·	·	0.3	-12
COc1ccc(CNC(=O)c2noc(C)c2[N+](=O)[O-])cc1	·	-8	11	·	2	·	0.0	1
CCC(=O)N(C)C[C@H]1Oc2ncc(C#CCc3ccccc3)cc2C(=O)N([C@H](C)CO)C[C@H]1C	2	5	2	0.2	·	4	0.4	-8
O=C(Nc1ccccc1)[C@H]1[C@H](CO)[C@H]2Cn3c(cccc3=O)[C@H]2N1C(=O)C1CCCC1	0	-11	0	-0.2	·	-13	0.5	21
COc1cc(CN2CCN(S(=O)(=O)c3ccc(NC(C)=O)cc3)CC2)cc(OC)c1O	-1	-4	·	·	·	3	·	10
CCCCNC(=O)c1ccc(NS(=O)(=O)c2ccc3[nH]c(=O)[nH]c3c2)cc1	4	3	1	-0.4	·	-7	0.1	-1
CC(C)CC#Cc1cnc2c(c1)C(=O)N([C@@H](C)CO)C[C@@H](C)[C@@H](CN(C)C(=O)c1ccc3c(c1)OCO3)O2	-1	10	-6	0.1	·	3	-0.5	-2
Cc1cc2nc3n(c2cc1C)CC1CC(C(=O)NCCc2cccs2)N(C)C31 (configuration not stated)	5	-27	1	-0.1	-2	-9	0.1	-4
C[C@H]1CN([C@@H](C)CO)C(=O)c2cc(C#CCN(C)C)cnc2O[C@@H]1CN(C)C(=O)c1cnccn1	-1	-7	-3	-0.3	·	17	-0.9	15
COc1ccc(C(C(=O)NC2CCCC2)N(C(=O)c2ccoc2C)c2cc(C)cc(C)c2)cc1 (configuration not stated)	-5	-3	11	·	·	·	·	-1
CC(C)CNC(=O)Nc1ccc(F)c(Cl)c1	·	-11	-36	-0.1	3	·	-0.1	4
COc1ccc(-c2csc3ncnc(N4CCN(S(=O)(=O)c5ccc(Cl)s5)CC4)c23)cc1	·	-10	13	·	5	·	0.4	9
COc1ccc(NC(=O)N(C)C[C@@H]2Oc3ncc(-c4cccnc4)cc3C(=O)N([C@@H](C)CO)C[C@@H]2C)cc1	-2	-12	-13	·	·	2	0.2	1
Cc1ccc(-c2sc(-c3cccnc3)nc2CC(=O)O)cc1	·	5	0	-1.6	·	·	0.8	4
CCCCN(C(=O)CSCc1ccc(C)cc1)c1c(N)n(CCC)c(=O)[nH]c1=O	·	-10	5	-1.5	-6	-1	-0.1	-5
COc1ccc(NC(=O)CN2C(=O)NC3(CCCc4ccccc43)C2=O)c(OC)c1 (configuration not stated)	-8	-15	-1	·	-7	-6	-0.1	8
Nc1[nH]c(C(=O)c2ccccc2)c(-c2ccncc2)c1C(=O)NCc1cccc2ccccc12	·	-11	-1	·	5	·	-0.2	4

3 of the entries above in order of their number in RAD52 anneal inh, largest number first.
| Molecule | RAD52 anneal inh |
| --- | --- |
| Cc1ccc(-c2sc(-c3cccnc3)nc2CC(=O)O)cc1 | 5 |
| CCCCNC(=O)c1ccc(NS(=O)(=O)c2ccc3[nH]c(=O)[nH]c3c2)cc1 | 3 |
| COc1cc(CN2CCN(S(=O)(=O)c3ccc(NC(C)=O)cc3)CC2)cc(OC)c1O | -4 |

(list continues)
SMILES	esBAF inh	RAD52 anneal inh	EWS-Fli block	E-selectin induc	FN deposition inh	RAD54 inh	XiGFP reactiv	S100A4 MyoIIA
C[C@H]1CN([C@@H](C)CO)C(=O)c2cccc(NC(=O)Nc3ccccc3)c2O[C@H]1CN(C)S(=O)(=O)c1ccc(Cl)cc1	3	11	0	0.2	·	-12	-0.6	5
C/C=C/c1ccc(C2[C@H]3CNC[C@@H]2N3CC2CCOCC2)cc1 (some centres not stated)	·	-1	-2	-0.5	4	·	0.0	-11
CC(NC(=S)N1CCN(c2ccccc2)CC1)c1ccccc1 (configuration not stated)	3	-4	0	-0.4	2	-2	-0.1	0
CNC[C@@H]1Oc2c(NC(=O)NC(C)C)cccc2C(=O)N([C@@H](C)CO)C[C@@H]1C	-2	-27	·	-4.3	·	-3	0.4	-35
C[C@H](CO)N1C[C@H](C)[C@@H](CN(C)C(=O)Nc2ccc(F)cc2)OCc2ccccc2-c2c(n(C)c3ccccc23)C1=O	11	19	7	4.4	-11	9	-0.6	-2
COc1ccccc1NC1CCCCC1NS(=O)(=O)c1ccc(C)cc1 (configuration not stated)	-2	-22	·	0.4	-13	6	0.0	5
CC(C)NC(=O)Nc1ccc2c(c1)CC(=O)N([C@H](C)CO)C[C@@H](C)[C@H](CN(C)S(=O)(=O)c1cccs1)O2	-8	-7	-5	0.1	-6	13	0.0	-2
COc1ccc(NC(=O)CSc2nnc(Cn3c(=O)sc4ccccc43)n2C)c(OC)c1	-2	-6	1	·	1	-2	0.1	-11
CCOC(=O)c1sc(NC(=O)Nc2ccccc2F)nc1C	-65	·	·	6.6	0	4	-0.1	·
CCN(CC)S(=O)(=O)c1ccc(N2CCOCC2)c(NS(=O)(=O)c2ccc(C(C)C)cc2)c1	-6	8	7	1.1	-5	-13	0.5	-1
O=C1CN(Cc2ccc(F)cc2)C[C@H]2[C@H](c3ccc(-c4ccccc4F)cc3)[C@@H](CO)N12	·	-3	-4	-0.1	·	·	0.1	10
O=C(COc1ccc(Cl)cc1Cl)Nc1ccc(CN2CCOCC2)cc1	1	-5	·	·	17	7	0.0	6
CC(=O)N(C)C[C@@H]1Oc2cc(C#CC(C)(C)O)ccc2S(=O)(=O)N([C@@H](C)CO)C[C@@H]1C	0	-15	-11	0.1	-4	1	-0.5	-18
O=C(/C=C/c1ccco1)Oc1cccc2cccnc12	·	-7	4	·	-1	·	0.1	-7

Part of the list above in order of SMILES length, smallest number first:
SMILES	esBAF inh	RAD52 anneal inh	EWS-Fli block	E-selectin induc	FN deposition inh	RAD54 inh	XiGFP reactiv	S100A4 MyoIIA
CCN(CC)S(=O)(=O)c1ccc(N2CCOCC2)c(NS(=O)(=O)c2ccc(C(C)C)cc2)c1	-6	8	7	1.1	-5	-13	0.5	-1
O=C1CN(Cc2ccc(F)cc2)C[C@H]2[C@H](c3ccc(-c4ccccc4F)cc3)[C@@H](CO)N12	·	-3	-4	-0.1	·	·	0.1	10
CC(=O)N(C)C[C@@H]1Oc2cc(C#CC(C)(C)O)ccc2S(=O)(=O)N([C@@H](C)CO)C[C@@H]1C	0	-15	-11	0.1	-4	1	-0.5	-18
